# NadD inh – inhibitors of S. aureus NadD, primary screen, biochemical, colorimetric, uHTS; Nicotinate-nucleotide adenylyltransferase NadD (Staphylococcus aureus N315); purified NadD enzyme, colorimetric absorbance read-out; inhibition, % at 20 µM; hit rate 0.78% among 360,000; AID 602399, 2012; in the data active = inhibition above about 26%; also: some compounds past the cut are filed as inactive
# CSN inh – inhibitors of CSN-mediated cullin deneddylation, primary screen, biochemical, fluorescence polarization, uHTS; Purified CSN, SCF-Nedd8-OG deneddylation; inhibition, % at 12.5 µM; hit rate 0.38% among 360,000; AID 651999, 2013;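 active = pattern-corrected inhibition above about 35%, with an unprinted fluorescence ratio check between 0.5 and 1.5, limit read from the data, passing the limit was not always enough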;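 also: 0% = enzyme with substrate and 100% = substrate without enzyme; some results filed as inactive read as strong as hits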
# Target sequence (Q92905 whole entry, looked up, one chain of several): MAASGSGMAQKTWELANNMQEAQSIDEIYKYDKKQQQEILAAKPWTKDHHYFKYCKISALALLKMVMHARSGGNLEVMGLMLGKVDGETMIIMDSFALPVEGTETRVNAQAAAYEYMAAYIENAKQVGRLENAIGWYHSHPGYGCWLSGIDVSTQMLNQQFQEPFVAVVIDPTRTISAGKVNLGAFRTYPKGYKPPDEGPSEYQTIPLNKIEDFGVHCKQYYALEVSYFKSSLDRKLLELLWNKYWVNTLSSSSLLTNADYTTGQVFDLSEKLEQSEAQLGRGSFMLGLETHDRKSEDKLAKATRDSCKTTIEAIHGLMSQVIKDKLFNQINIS
#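 Assay system: purified human Csn5 enzyme expressed in HEK293T cells; Input: 0.24 nM Csn5 enzyme, final concentration; Reagent: 10 nM SCFSkp2-Nedd8OG; Compound dosing: 12.5 µM single point; Times: reaction 90 min, room temperature; Technique: fluorescence polarization readout.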
# Rpn11 block – Rpn11 (PSMD14) deubiquitinase inhibitors, primary screen, biochemical, fluorescence polarization, uHTS | hit rate 0.59% among 360,000 | calls only at 20 µM | human 26S proteasome, Ub4-pepOG fluorescence polarization; 20S core pre-blocked with epoxomicin;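 active = inhibition at 20 µM, scaled to each plate's controls, above about 33%, limit read from the data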
# Target sequence (O00487 whole entry, looked up): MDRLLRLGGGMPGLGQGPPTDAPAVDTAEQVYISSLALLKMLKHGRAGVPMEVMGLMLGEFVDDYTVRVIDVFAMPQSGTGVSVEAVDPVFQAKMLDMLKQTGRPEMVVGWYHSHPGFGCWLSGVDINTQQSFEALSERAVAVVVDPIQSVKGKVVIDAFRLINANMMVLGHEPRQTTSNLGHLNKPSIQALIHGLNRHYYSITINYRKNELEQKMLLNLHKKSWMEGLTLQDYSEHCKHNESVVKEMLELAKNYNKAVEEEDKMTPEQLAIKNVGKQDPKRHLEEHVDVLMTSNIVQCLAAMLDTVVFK
# LMPTP inh – LMPTP phosphatase inhibitors, primary screen, biochemical, fluorescence intensity, uHTS | Low molecular weight phosphotyrosine protein phosphatase (Homo sapiens), P24666 | recombinant LMPTP-A, OMFP fluorogenic substrate | inhibition, % at 20 µM | hit rate 0.22% among 360,000 | AID 651560, 2012;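 active = compounds that cut the enzyme signal by at least half of the control window in the single-dose screen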;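 also: plate controls were DMSO wells with enzyme plus substrate for no effect and substrate without enzyme for full effect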
#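 Test system: LMPTP-A phosphatase enzyme; input: 0.625 nM LMPTP-A final; reagent: OMFP substrate, 400 µM final; compound dosing: 20 µM single dose, 3% DMSO; incubation: 50 min dark incubation at room temperature; measured by: endpoint fluorescence intensity from OMFP dephosphorylation; measure: % inhibition relative to no-enzyme and uninhibited control wells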
# TbMetRS inhib – T. brucei MetRS inhibitors, primary screen, biochemical, luminescence. purified T. brucei MetRS, ATP depletion, Kinase-Glo luminescence. hit rate 0.4% among 360,000. AID 624268, 2012. methionyl-tRNA synthetase (Trypanosoma brucei brucei). inhibition, % at 11.9 µM;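 active = inhibition above a per-plate cutoff of the control wells' mean inhibition plus 3 SD, cut at about 5.5% in these data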;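 also: 0% = DMSO wells median and 100% = median of wells with control inhibitor compound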
#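 Measured by: Kinase-Glo luciferase luminescence reporting remaining unconsumed ATP. Material: purified T. brucei MetRS enzyme. Doses: 11.9 µM compound single dose, 0.9% DMSO. Medium: HEPES buffer containing pyrophosphatase, BSA, spermine, DTT. Times: 15 min preincubation, 2 h reaction, all 25 °C. Reagent: methionine, ATP and bulk E. coli tRNA.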
# DNMT1 block – human DNMT1 methyltransferase inhibitors, primary screen, biochemical, molecular beacon, fluorescence, HinP1I cleavage, uHTS; DNA (cytosine-5)-methyltransferase 1 (Homo sapiens), P26358; inhibition (reported as % activation of signal), % at 10 µM; hit rate 0.83% among 360,000; AID 588458, 2011; in the data active = inhibition above about 50%
# Scp-1 inhibitor – Scp-1 phosphatase inhibitors, primary screen, biochemical, colorimetric, uHTS; Recombinant Scp1, phosphopeptide, malachite green phosphate absorbance; hit rate 0.88% among 340,000; inhibition, % at 20 µM;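 active = inhibition above about 50% at 20 µM, limit read from the data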;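 also: plate controls were DMSO wells with enzyme for no effect and wells lacking enzyme for full effect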
# Target sequence (Q9GZU7 76-261 limits assumed): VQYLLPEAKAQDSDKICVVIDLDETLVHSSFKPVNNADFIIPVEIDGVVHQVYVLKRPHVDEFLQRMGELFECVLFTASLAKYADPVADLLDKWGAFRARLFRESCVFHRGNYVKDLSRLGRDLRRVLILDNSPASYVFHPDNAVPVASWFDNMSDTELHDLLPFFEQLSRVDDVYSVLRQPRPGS
#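 Material – SCP-1 phosphatase catalytic domain, residues 76-261 · Buffer or medium – Acidic Tris acetate buffer with magnesium and detergent · Also added – Phospho 17-mer peptide substrate · Compound – single 20 µM dose, 1% DMSO · Times – 45 min room-temperature reaction, 5 min colour, 30 min stabiliser · Technique – Phosphate-binding colour reagent, absorbance read at 630 nm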
# STEP block – STEP phosphatase inhibitors, primary screen, biochemical, fluorescence intensity, uHTS | hit rate 0.25% among 360,000 | inhibition, % at 20 µM | Tyrosine-protein phosphatase non-receptor type 5 (Homo sapiens), P54829 | AID 588621, 2011 | recombinant STEP, OMFP fluorogenic substrate;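 active = inhibition at 20 µM, scaled per plate between control wells, above about 37%, limit read from the data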;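 also: 0% = DMSO with enzyme and substrate and 100% = substrate only without enzyme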
#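 Also added – OMFP at 25 µM · Test system – STEP tyrosine phosphatase · Technique – FITC-channel fluorescence of OMFP product · Schedule – 20 min at room temperature, dark · Evaluation – control-normalized % inhibition with plate pattern correction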
# MsrA inh – bovine MsrA enzyme inhibitors, primary screen, biochemical, absorbance, HTS; hit rate 0.75% among 360,000; purified bovine MsrA, absorbance read-out; inhibition, % at 15.5 µM; in the data active = inhibition above about 4.5%;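 also: 0% = vehicle wells with enzyme and 100% = reference inhibitor wells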
# SUMO1-SIM PPI – modulators of SUMO1 protein-protein interactions, primary screen, biochemical, uHTS. inhibition, % at 20 µM. Small ubiquitin-related modifier 1 (Homo sapiens), P63165. SUMO1 binding to a labelled peptide, TR-FRET, 1 h. hit rate 0.33% among 360,000. AID 602429, 2012; in the data active = inhibition above about 37%
# Target sequence (P63165 whole entry, looked up): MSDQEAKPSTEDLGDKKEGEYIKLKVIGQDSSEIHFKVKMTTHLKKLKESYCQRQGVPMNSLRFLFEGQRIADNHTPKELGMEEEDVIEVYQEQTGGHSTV
# Starred values were filed as active, the others as inactive; i = inactive; nt = not tested or not shown. The order is random; any-hit rate near 3.9%.
SMILES,NadD inh,CSN inh,Rpn11 block,LMPTP inh,TbMetRS inhib,DNMT1 block,Scp-1 inhibitor,STEP block,MsrA inh,SUMO1-SIM PPI
CCn1cc(CN2CCCC(CO)(Cc3ccc(F)cc3)C2)c2ccccc21 (configuration not stated),-1,0,i,-0.8,0.0,-4,0,2,-0.1,-3
Cc1onc(-c2ccccc2)c1C(=O)N/N=C/c1ccc([N+](=O)[O-])s1,3,7,i,-1.4,0.4,-8,-9,-1,2.5,-21
COc1ccc2nc3cccc(OC)c3nc2c1,5,-27,i,3.3,-0.1,35,-1,1,1.2,22
Cc1ccc(S(=O)(=O)Nc2c(C)n(C)n(-c3ccccc3)c2=O)cc1C(=O)NCc1ccccn1,8,1,i,-0.5,-0.5,2,-7,-2,-0.5,0
CCOCC(=O)Nc1cccc(C(=O)OCC)c1,5,4,i,-3.7,-1.2,3,-3,2,-1.4,3
Cc1ccc(C(=O)Nc2cccc(S(=O)(=O)N(C)c3ccccc3)c2)o1,-9,-4,i,0.5,-0.2,0,-13,-3,0.2,5
COc1cccc(-c2nn(-c3ccccc3)cc2CN(C)C(C)c2ccon2)c1 (configuration not stated),-9,1,i,-0.6,0.3,0,-5,0,1.2,-2
CSc1ccc(S(=O)(=O)NCC(=O)OC(C)C(=O)NCc2ccccc2)cc1[N+](=O)[O-] (configuration not stated),-7,-3,i,-0.3,-0.6,1,-3,-2,0.2,-39
O=C(CCN1CCOCC1)Nc1ccc2c(c1)CCC2,1,3,i,0.9,-0.4,-3,-2,-1,-0.6,-3
COc1ccc(N2C(=O)C(Cl)=C(N3CCCC3)C2=O)cc1,-2,-1,i,-0.8,-1.0,8,6,6,-0.4,-29
COc1cc(S(=O)(=O)N(C)C2CCCCC2)c(C)cc1C,-4,-3,i,2.7,0.1,3,-12,4,0.9,4
CCC1(Cc2ccccc2)NC(=O)c2ccccc2O1 (configuration not stated),-7,-10,i,2.8,-1.4,1,-4,1,-0.8,3
Cc1ccc(N(C(=O)CNC(=O)c2ccco2)C(C(=O)NC2CCCC2)c2ccncc2)cc1F (configuration not stated),-3,0,i,-0.9,-0.3,0,1,-3,0.3,0
O=C1CC(c2cccnc2)c2cc3c(cc2N1)OCO3 (configuration not stated),1,-9,i,-1.6,0.8,-3,-15,-2,-1.1,2
Cc1ccccc1NC(=O)c1cnc2ccccn2c1=O,-1,0,i,1.0,-0.5,3,-4,0,0.8,-13
Cn1ncc(Br)c1C(=O)N1CCOCC1,0,-2,i,-0.9,-0.3,4,-6,-4,1.1,-1
COc1ccccc1N1CCN(CC(=O)NC(=O)NCc2ccccc2)CC1,0,-4,i,-1.1,-0.2,-2,nt,2,0.4,2
CCC(=O)c1ccccc1OCC(=O)Nc1c(C)cccc1C,-1,3,i,-1.5,-0.3,2,1,-1,0.4,5
O=c1c(/C=C(\O)c2ccccc2)nc2ccccc2n1-c1ccccc1,3,19,i,2.6,-1.0,-1,-6,7,0.7,-12
NS(=O)(=O)c1ccc(CCNC(=O)CSc2nc3ccccc3c(=O)n2CCC(=O)N2CCCCC2)cc1,5,-4,i,-1.3,-0.2,1,-1,2,0.5,3
O=C(O)CSc1nnc(-c2ccc(Cl)cc2Cl)n1-c1ccc(Br)cc1,4,4,i,0.0,-0.2,2,-5,2,-0.1,3
CCOC(=O)N1CCN(c2ccc(C(=O)c3cccc(F)c3)cc2)CC1,2,3,i,1.4,-0.2,-1,-9,1,nt,-12
O=C(OCc1cn([C@H]2CN(Cc3cccs3)[C@@H](c3ccc(Cl)cc3)C[C@@H]2O)nn1)c1ccccc1,-6,3,i,-0.7,0.1,0,nt,-1,2.6,6
Cc1ccc(NC(=O)C=NOCC(=O)Nc2cc(C)cc(C)c2)cc1,0,-1,i,-0.4,24*,2,0,3,0.1,-1
O=C(COC(=O)c1ccc(O)cc1)NCCC1=CCCCC1,-3,2,i,-0.9,0.0,4,-7,-1,-0.8,0
# (next part)
SMILES,NadD inh,CSN inh,Rpn11 block,LMPTP inh,TbMetRS inhib,DNMT1 block,Scp-1 inhibitor,STEP block,MsrA inh,SUMO1-SIM PPI
CCCCCCn1cnc2c(c1=O)c1nc3ccccc3nc1n2Cc1cccs1,13,2,i,0.1,0.0,-7,-10,-2,0.3,3
O=C(CNC(=O)c1cccs1)N/N=C/c1ccco1,-2,4,i,0.2,-0.3,4,-3,-1,-0.5,-2
COc1ccc(C(=O)NC(=S)NC(C)c2ccccc2)cc1 (configuration not stated),-6,3,i,14,-0.9,-8,36,2,-1.5,4
COc1cc2c(cc1OC)CN(C(=O)C1CCCN1S(=O)(=O)c1ccc(F)cc1)CC2 (configuration not stated),2,0,i,-0.8,-0.3,-1,3,1,-1.4,10
CC(C)(C)CN1C(=O)C(=O)NC[C@@H]1Cc1ccc(O)cc1,-1,100,i,-0.9,-0.2,3,-1,0,-0.6,0
O=C(c1ccc([N+](=O)[O-])o1)N1CCN(c2nc3c(F)cc(F)cc3s2)CC1,-4,-4,i,1.1,-0.3,-7,-6,1,0.8,-40
O=C(NNS(=O)(=O)c1ccc([N+](=O)[O-])cc1)c1ccncc1,6,3,i,-0.8,-0.8,2,-1,0,-0.1,-21
O=C(N/N=C/c1ccncc1)c1nc(-c2ccccc2)n2c1CCCCC2,-2,-2,i,-1.3,0.8,0,-4,2,1.0,-11
CCOC(=O)N1CCN(C(=O)Cn2ncc3ccccc32)CC1,-2,0,i,-1.6,-0.1,48,-9,3,-1.2,3
O=C(O)c1cc([N+](=O)[O-])c(NCc2cccnc2)c([N+](=O)[O-])c1,-1,0,i,1.7,0.5,0,-1,-2,0.2,-23
CN(Cc1ccccc1)c1ccc(C(CC(N)=O)NC(=O)Cc2ccc(Br)cc2)cc1[N+](=O)[O-] (configuration not stated),-3,-8,i,2.5,-0.1,80*,-6,4,-1.0,4
COc1ccc(NC(=O)c2nc[nH]c2C(=O)N[C@@H](C)c2ccccc2)cc1,-1,1,i,1.9,-0.2,-2,-6,-5,0.2,2
COc1ccc(CN2CCSc3sccc3C2=O)cc1,-5,3,i,-1.4,-0.9,-2,-4,1,1.9,3
O=C(NCc1ccc(Cl)cc1)C1=Cc2cc(Cl)ccc2OC1,0,-1,i,3.7,0.8,-7,-28,1,0.1,-9
CC(=O)Nc1ccc(C(=O)CSc2nc3ccccc3n2CC(=O)N2CCCC2)cc1,-6,0,i,-0.5,-1.0,4,-6,4,-0.3,2
COc1ccc(C)cc1NC(=O)NCc1ccccc1F,-7,5,i,0.5,-0.2,2,-6,-1,-0.9,0
O=c1c2ccccc2nc(-c2ccccc2)n1O,-4,1,i,0.0,0.0,1,1,2,0.5,3
CSc1ccc(NC(=O)N2CCC(C(=O)c3ccc(F)cc3)CC2)cc1,-1,0,i,0.3,0.0,0,-2,-2,-0.3,4
CC(=O)Nc1nc(SCCCc2ccccc2)n[nH]1,0,6,i,-2.1,-0.4,-2,1,2,2.1,2
COc1ccc2[nH]cc(CCNC(=O)Cc3ccc(Cl)cc3)c2c1,-5,-3,i,-1.1,-0.6,-3,-12,3,0.8,-4
O=C(Nc1cc(C(F)(F)F)ccc1N1CCOCC1)c1ccc[n+]([O-])c1,-7,0,i,-0.8,-1.2,-1,-5,-1,-1.3,4
Cc1occc1-c1nnc(SCC(=O)Nc2ccc3c(c2)OCO3)n1CC1CCCO1 (configuration not stated),9,-7,i,-0.6,-0.7,-4,0,-2,-1.2,-3
COc1ccccc1C(=O)COC(=O)CNS(=O)(=O)c1ccc(C)cc1,-4,6,i,-0.6,-0.6,-2,-9,-2,1.9,3
CCC(=O)c1ccc(OCC(=O)OCC(=O)c2cc(C)n(C3CC3)c2C)cc1,-6,3,i,1.2,-0.3,-3,-7,-2,-0.2,0
Cc1cccc(CCN(CC(=O)NC(C)(C)C)C(=O)c2csnn2)c1,-3,-8,i,-0.5,-0.4,0,-4,1,0.4,2
CCOc1cc(-c2noc(-c3cccnc3)n2)ccc1OC,-4,5,i,-0.7,0.2,-1,-12,0,1.1,2
CC12CCC(=O)N1C(C(=O)Nc1nnc(SCc3ccccc3)s1)CS2 (configuration not stated),-5,-2,i,1.2,-0.7,1,3,1,0.6,2
CCOc1ccc(Cc2nc(-c3nonc3N)no2)cc1OCC,-5,-1,i,1.3,-2.8,-3,0,0,-0.7,-5
NS(=O)(=O)c1ccc(NC(=O)CSc2nc3ccccc3c(=O)n2Cc2ccncc2)cc1,-3,1,i,1.0,0.1,3,-5,-2,-0.8,0
CS(=O)(=O)c1ccc(NC(=O)c2cc3c(cc2Cl)N2CCCCCC2=NS3(=O)=O)cc1,1,2,i,-8.2,-0.4,2,-7,-2,0.2,-17

# Pulled by structure from above:
SMILES,NadD inh,CSN inh,Rpn11 block,LMPTP inh,TbMetRS inhib,DNMT1 block,Scp-1 inhibitor,STEP block,MsrA inh,SUMO1-SIM PPI
Cc1onc(-c2ccccc2)c1C(=O)N/N=C/c1ccc([N+](=O)[O-])s1,3,7,i,-1.4,0.4,-8,-9,-1,2.5,-21
COc1ccc(NC(=O)c2nc[nH]c2C(=O)N[C@@H](C)c2ccccc2)cc1,-1,1,i,1.9,-0.2,-2,-6,-5,0.2,2

# Part of the list above in order of heavy-atom count, low to high.
SMILES,NadD inh,CSN inh,Rpn11 block,LMPTP inh,TbMetRS inhib,DNMT1 block,Scp-1 inhibitor,STEP block,MsrA inh,SUMO1-SIM PPI
COc1cc(S(=O)(=O)N(C)C2CCCCC2)c(C)cc1C,-4,-3,i,2.7,0.1,3,-12,4,0.9,4
O=C(Nc1cc(C(F)(F)F)ccc1N1CCOCC1)c1ccc[n+]([O-])c1,-7,0,i,-0.8,-1.2,-1,-5,-1,-1.3,4
CSc1ccc(S(=O)(=O)NCC(=O)OC(C)C(=O)NCc2ccccc2)cc1[N+](=O)[O-] (configuration not stated),-7,-3,i,-0.3,-0.6,1,-3,-2,0.2,-39

# Assay outcomes: PubChem, several laboratories
